KDM4C inh = inhibitors of human demethylase GASC-1 KDM4C. Q9H3R0. AID 720574. GST-KDM4C 2-372, H3K9me3 peptide, LANCE TR-FRET. inhibition, % at 12.5 µM. 96,000 tested, 0.15% active;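 active means mean replicate inhibition above about 25%, with at least 55% of replicates also reaching it, limit read from the data, passing the limit was not always enough; inconclusive means only one of those two conditions met; inactive means neither condition met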
Target sequence (Q9H3R0 2-372 limits assumed): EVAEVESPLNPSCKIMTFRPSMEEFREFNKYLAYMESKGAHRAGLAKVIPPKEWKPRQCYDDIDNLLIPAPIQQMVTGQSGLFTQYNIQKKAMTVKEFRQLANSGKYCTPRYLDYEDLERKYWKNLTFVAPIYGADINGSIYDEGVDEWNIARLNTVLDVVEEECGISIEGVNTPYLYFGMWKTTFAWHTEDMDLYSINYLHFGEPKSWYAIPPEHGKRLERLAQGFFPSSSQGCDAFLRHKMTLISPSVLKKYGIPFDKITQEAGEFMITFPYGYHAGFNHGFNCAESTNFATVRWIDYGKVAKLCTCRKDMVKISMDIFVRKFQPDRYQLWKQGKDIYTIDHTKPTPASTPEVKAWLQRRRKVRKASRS
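Assay system: GST-GASC-1 enzyme fragment 2-372 | Amount: 10 nM enzyme | Medium: HEPES buffer, pH 7.5, plus ascorbate | Reagent: H3K9me3 peptide substrate, Fe(II), 2-oxoglutarate | Doses: Single-point compound screen | Incubation: 30 min demethylation and 1 h detection at room temperature | Measured by: LANCE TR-FRET, excitation 340 nm, emissions 618 and 671 nm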
Pf Dd2 growth = P. falciparum Dd2 growth inhibition. SYBR Green, 72 h; stronger effect = lower value. activity change, % at 10 µM. 94,000 tested, 2.3% active; in the data active means activity change below about -80%; inconclusive means no clear call, values can overlap the other calls
C diff growth = C. difficile growth inhibition | Clostridium difficile clinical isolate growth, OD600, 24 h; stronger effect = lower value | growth activity, negative = inhibition, % at 16 µg/mL (by protocol) | 86,000 tested, 0.25% active | AID 1259249;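 active means mean growth activity at or below -80% and every replicate also at or below -80%; inconclusive means mean at or below -80% but some replicate above -80%; inactive means mean growth activity above -80%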;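 further: 0% = DMSO wells and -100% = levofloxacin 16 µg/mL wells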
Tcruzi prolif = T. cruzi proliferation inhibition. T. cruzi beta-gal in NIH3T3, GalScreen luminescence, 90 h. inhibition, % at 8.34 µM. 77,000 tested, 5.9% active;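 active means mean inhibition above about 93%, with at least 55% of replicates each passing it, limit read from the data, passing the limit was not always enough; inconclusive means only one of those two conditions holds; inactive means neither condition holds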
Numbers without * were called inactive; ? = inconclusive; nt = not tested or not shown; & = joins results of further samples.

SMILES	KDM4C inh	Pf Dd2 growth	C diff growth	Tcruzi prolif
C[C@@H]1CN([C@@H](C)CO)C(=O)Cc2cc(NS(=O)(=O)c3ccc(Cl)cc3)ccc2O[C@@H]1CN(C)Cc1ccc(C(=O)Nc2ccccc2N)cc1	3.3	-82*	9	nt
C[C@H](NC(=O)[C@H]1[C@H](CO)[C@H]2Cn3c(cccc3=O)[C@@H]1N2C(=O)C1CC1)c1ccccc1	-1.4	7	-2	101*
CC(C)(O)C#Cc1ccc([C@@H]2[C@H]3CN(S(C)(=O)=O)CCCCN3[C@H]2CO)cc1	2.9	6	-5	22
C[C@@H]1CCCCO[C@H](CN(C)C(=O)C2CCCCC2)[C@@H](C)CN([C@H](C)CO)C(=O)c2cc(NC(=O)Nc3ccc4c(c3)OCO4)ccc2O1	-0.6	-30	0	49
C[C@@H]1CN([C@@H](C)CO)C(=O)c2cc(NC(=O)Cc3cn(C)c4ccccc34)ccc2O[C@H]1CN(C)C(=O)Nc1ccccc1	-0.4	-12	-4	2
CN1c2ccc(-c3cccc(F)c3)cc2[C@@H]2[C@@H](CCN2C(=O)c2ccncc2)[C@@H]1CO	0.2	27	2	73
CC(=O)NC[C@H]1[C@H](c2ccc(-c3ccccc3F)cc2)[C@@H](CO)N1C(=O)C1CC1	0.6	10	-3	-4
Cc1noc(C)c1S(=O)(=O)N(C)C[C@H]1Oc2ccc(NC(=O)Nc3ccc(C(F)(F)F)cc3)cc2CC(=O)N([C@@H](C)CO)C[C@H]1C	-0.1	-13	10	22
COc1ccc(S(=O)(=O)Nc2ccc3c(c2)C(=O)N([C@H](C)CO)C[C@@H](C)[C@H](CN(C)S(=O)(=O)c2ccccc2)OCCCC[C@H](C)O3)cc1	-2.5	-49	-8	nt
CNC(=O)C[C@H]1CC[C@@H]2[C@H](COC[C@H](O)CN2S(=O)(=O)c2ccccc2Cl)O1	1.2	-9	0&-1	nt
CCC(=O)N1CC2(C1)[C@H](c1ccccc1)[C@H](CO)N2Cc1cc(F)ccc1F	0.3	-50	10	nt
CC(C)NC(=O)NCC[C@@H]1CC[C@@H](NC(=O)CCN2CCCCC2)[C@H](CO)O1	-0.6	12	4	-45
C[C@H]1CN([C@@H](C)CO)C(=O)c2cc(NS(=O)(=O)c3cn(C)cn3)ccc2O[C@H]1CN(C)C(=O)Nc1ccccc1	-2.4	27	-2	33
CC(C)NC(=O)Nc1ccc2c(c1)CC(=O)N([C@H](C)CO)C[C@@H](C)[C@H](CN(C)C(=O)Nc1cccc3ccccc13)O2	-0.1	-5	-5	-17
C[C@@H]1CN([C@@H](C)CO)C(=O)Cc2cc(NC(=O)Nc3ccc4c(c3)OCO4)ccc2O[C@@H]1CN(C)Cc1ccc(C(F)(F)F)cc1	-1.7	6	-2	88
CO[C@@H]1CN(C)C(=O)c2ccc(NS(C)(=O)=O)cc2OC[C@@H](C)N(Cc2ccccn2)C[C@@H]1C	0.6	-2	-12	-4
C[C@@H]1CN([C@H](C)CO)C(=O)c2cccc(NS(=O)(=O)c3ccc(F)cc3)c2O[C@H]1CN(C)Cc1ccc(C(=O)O)cc1	1.3	-17	nt	90
CO[C@H]1CN(C)C(=O)c2cc(NC(=O)c3ccc(F)cc3)ccc2OC[C@H](C)N(C(=O)CN(C)C)C[C@@H]1C	0.7	16	-3	30
O=C(Nc1cccc(F)c1)N1CC(=O)N2[C@H](CO)[C@H](c3ccc(Br)cc3)[C@H]2C1	-0.7	35	42	nt
C[C@@H]1CN([C@H](C)CO)C(=O)c2cc(NC(=O)CCCCCC(=O)Nc3ccccc3N)ccc2O[C@@H]1CN(C)C(=O)NC1CCCCC1	-0.1	14	-6	nt

Pulled by structure from the entries so far, 2 records:
SMILES	KDM4C inh	Pf Dd2 growth	C diff growth	Tcruzi prolif
CC(C)(O)C#Cc1ccc([C@@H]2[C@H]3CN(S(C)(=O)=O)CCCCN3[C@H]2CO)cc1	2.9	6	-5	22
C[C@@H]1CN([C@@H](C)CO)C(=O)Cc2cc(NS(=O)(=O)c3ccc(Cl)cc3)ccc2O[C@@H]1CN(C)Cc1ccc(C(=O)Nc2ccccc2N)cc1	3.3	-82*	9	nt

The list continues.
SMILES	KDM4C inh	Pf Dd2 growth	C diff growth	Tcruzi prolif
C[C@@H]1CN([C@@H](C)CO)C(=O)c2cc(NC(=O)c3ccncc3)ccc2O[C@@H](C)CCCCO[C@@H]1CN(C)C(=O)Nc1ccc(C(F)(F)F)cc1	-0.4	-51	17	nt
C[C@@H]1CN([C@@H](C)CO)C(=O)c2cc(NC(=O)Cc3ccccc3)ccc2O[C@@H]1CN(C)C(=O)NC1CCCCC1	-2.6	-11	1	42
COc1ccc(NC(=O)N(C)C[C@@H]2Oc3ncc(C4=CCCC4)cc3C(=O)N([C@H](C)CO)C[C@H]2C)cc1	0.4	-7	-1	15
C[C@@H]1CN([C@@H](C)CO)C(=O)c2cc(NC(=O)C3CC3)ccc2O[C@@H]1CN(C)Cc1ccc(Oc2ccccc2)cc1	-0.2	9	1	-30
Cc1ccc(S(=O)(=O)N(C)C[C@@H]2Oc3ccc(NC(=O)CCCN(C)C)cc3C(=O)N([C@@H](C)CO)C[C@H]2C)cc1	1.3	42	3	5
CC=Cc1ccc2n(c1=O)C[C@@H]1[C@@H](CO)[C@H](C(=O)N[C@@H](C)c3ccccc3)[C@H]2N1Cc1ccncc1 (mixture of isomers)	0.5	3	-10	26
COc1ccc(NC(=O)Nc2ccc3c(c2)C(=O)N([C@H](C)CO)C[C@H](C)[C@@H](CN(C)Cc2ccccc2)O3)cc1	-2.7	24	-3	-9
CC(=O)N(C)C[C@H]1Oc2cc(-c3cncnc3)ccc2S(=O)(=O)N([C@@H](C)CO)C[C@@H]1C	5.6	4	1	-56
C[C@H]1CN([C@@H](C)CO)C(=O)c2cccc(NC(=O)C3CC3)c2O[C@H]1CN(C)Cc1ccc(-c2ccccc2)cc1	-0.8	-32	-3	54
Cc1cccc(S(=O)(=O)N2[C@@H]3c4cccc(=O)n4C[C@H]2[C@H](CO)[C@H]3C(=O)N(C)C)c1	0.6	nt	-1	23
C[C@@H]1CN([C@H](C)CO)C(=O)c2cccc(NS(=O)(=O)c3cn(C)cn3)c2O[C@@H]1CN(C)S(=O)(=O)c1cn(C)cn1	0.2	38	-4	-5
CN1CCN(C(=O)C[C@H]2CC[C@H]3[C@@H](COC[C@H](O)CN3Cc3cccc(-c4ccncc4)c3)O2)CC1	1.4	-14	nt	70
CCCC(=O)Nc1ccc2c(c1)OC[C@@H](C)N(C(=O)c1ccncc1)C[C@H](C)[C@H](OC)CN(C)C2=O	2.9	0	nt	-14
COc1ccc(NC(=O)N(C)C[C@@H]2Oc3c(NC(=O)c4cnccn4)cccc3C(=O)N([C@H](C)CO)C[C@H]2C)cc1	0.8	-5	-2	-97
C[C@H](CO)N1C[C@H](C)[C@@H](CN(C)Cc2cccc(C(F)(F)F)c2)OCc2cn(nn2)CCCC1=O	-0.1	-19	1	17
COc1ccc(S(=O)(=O)Nc2ccc3c(c2)C(=O)N([C@@H](C)CO)C[C@H](C)[C@@H](CN(C)Cc2ccccc2)OCCCC[C@@H](C)O3)cc1	3.2	4	-3	-59
C[C@H]1CN([C@@H](C)CO)C(=O)c2cc(-c3ccccc3)cnc2O[C@H]1CN(C)C(=O)Nc1ccccc1	-1.4	20	4	-44
O=C(Nc1ccccc1)N1CCCCN2[C@H](C1)[C@H](c1ccc(C#Cc3cccnc3)cc1)[C@@H]2CO	-3.0	-25	12	110*
O=C(c1ccc(F)cc1)N1CC(=O)N2[C@H](CO)[C@@H](c3ccc(C#Cc4ccc(F)cc4)cc3)[C@@H]2C1	-1.4	-79	0	nt
O=C(Nc1ccc(F)cc1)N1CCCCN2[C@H](CO)[C@@H](c3ccc(-c4ccccc4F)cc3)[C@H]2C1	nt	-53	61	104*

Part of the list above, showing only Pf Dd2 growth, Tcruzi prolif and C diff growth:
SMILES | Pf Dd2 growth | Tcruzi prolif | C diff growth
COc1ccc(NC(=O)N(C)C[C@@H]2Oc3c(NC(=O)c4cnccn4)cccc3C(=O)N([C@H](C)CO)C[C@H]2C)cc1 | -5 | -97 | -2
C[C@H](CO)N1C[C@H](C)[C@@H](CN(C)Cc2cccc(C(F)(F)F)c2)OCc2cn(nn2)CCCC1=O | -19 | 17 | 1
COc1ccc(S(=O)(=O)Nc2ccc3c(c2)C(=O)N([C@@H](C)CO)C[C@H](C)[C@@H](CN(C)Cc2ccccc2)OCCCC[C@@H](C)O3)cc1 | 4 | -59 | -3
C[C@H]1CN([C@@H](C)CO)C(=O)c2cc(-c3ccccc3)cnc2O[C@H]1CN(C)C(=O)Nc1ccccc1 | 20 | -44 | 4
O=C(Nc1ccccc1)N1CCCCN2[C@H](C1)[C@H](c1ccc(C#Cc3cccnc3)cc1)[C@@H]2CO | -25 | 110* | 12

The listing continues.
SMILES	KDM4C inh	Pf Dd2 growth	C diff growth	Tcruzi prolif
C[C@H]1CN([C@@H](C)CO)C(=O)c2c(c3ccccc3n2C)-c2ccccc2CO[C@@H]1CN(C)Cc1ccc2c(c1)OCCN2C	-1.7	-31	-2	nt
CO[C@@H]1CN(C)C(=O)c2cc(NC(C)=O)ccc2OC[C@H](C)N(C(=O)Cc2cccnc2)C[C@@H]1C	0.7	-42	nt	-26
Cc1ccc(S(=O)(=O)N(C)C[C@@H]2Oc3ccc(NS(=O)(=O)c4cn(C)cn4)cc3C(=O)N([C@@H](C)CO)C[C@@H]2C)cc1	-0.1	20	nt	17
C[C@@H]1CN([C@H](C)CO)C(=O)Cc2cc(NC(=O)Cc3cn(C)c4ccccc34)ccc2O[C@H]1CN(C)Cc1ccc(C(F)(F)F)cc1	-2.8	-21	11	100*
COc1ccccc1-c1cn(CC[C@H]2CC[C@H](NC(=O)C3CCCC3)[C@H](CO)O2)nn1	-1.7	17	0	nt
C[C@H](CO)N1C[C@H](C)[C@H](CN(C)Cc2cncnc2)Oc2ncc(C#CC3CCCCC3)cc2C1=O	-1.2	-19	-3	66
COc1ccc(CN2C[C@H](O)COC[C@H]3O[C@H](CC(=O)N(C)C)CC[C@@H]32)cc1	-1.5	4	-2&-4	1
CCC(=O)N1[C@H](CO)[C@H]2c3ccccc3N(S(=O)(=O)c3ccc(F)cc3)C[C@H]21	-1.8	9	-3	20
C[C@@H]1CN([C@@H](C)CO)C(=O)c2cccc(NC(=O)Nc3ccccc3)c2O[C@H]1CN(C)Cc1ccccc1	5.7	-15	-13	42
O=C(NC1CCCC1)N1CC(=O)N2[C@H](C1)[C@H](c1ccc(-c3cccc(F)c3)cc1)[C@@H]2CO	-0.8	7	-3	nt
COc1cccc(S(=O)(=O)Nc2ccc3c(c2)OC[C@@H](C)N(Cc2ccccc2F)C[C@@H](C)[C@@H](OC)CN(C)C3=O)c1	0.6	33	nt	?
CC(C)NC(=O)Nc1ccc2c(c1)C(=O)N([C@@H](C)CO)C[C@H](C)[C@@H](CN(C)CC1CCCCC1)OCCCC[C@@H](C)O2	-0.1	-23	nt	87
C[C@@H]1CN([C@H](C)CO)C(=O)Cc2cc(NC(=O)CCN3CCOCC3)ccc2O[C@@H]1CN(C)C(=O)Nc1ccc(C(F)(F)F)cc1	-0.7	1	-1	14
CO[C@H](CN(C)C(=O)C1CCOCC1)[C@@H](C)CN([C@H](C)CO)S(=O)(=O)c1ccccc1	1.9	8	nt	-1
CO[C@H]1CN(C)C(=O)c2cc(NS(C)(=O)=O)ccc2OC[C@@H](C)N(C(=O)CC2CC2)C[C@@H]1C	-2.2	17	-3	32
COc1cccc(C#Cc2ccc([C@@H]3[C@@H](C#N)N(C(=O)C4CC4)[C@@H]3CO)cc2)c1	-3.3	0	6	83
C[C@@H]1CCCCO[C@@H](CN(C)S(=O)(=O)c2ccc(Cl)cc2)[C@H](C)CN([C@@H](C)CO)C(=O)c2cc(NC(=O)Nc3cccc4ccccc34)ccc2O1	3.7	3	2	82
CN(C)C(=O)c1ccc(-c2ccc(C3[C@@H]4CN(S(=O)(=O)c5ccccc5)C[C@H]3N4)cc2)cc1 (stereo partly drawn)	-0.9&0.0	-29&-27	-16&-2	nt
CCC(=O)N1CC(=O)N2[C@H](CO)[C@H](c3ccc(C#Cc4cccnc4)cc3)[C@@H]2C1	-0.3	1	-10	nt
C[C@@H]1CN([C@H](C)CO)C(=O)c2cc(-c3cccc(C#N)c3)cnc2O[C@H]1CN(C)Cc1ccc(F)cc1	0.5	-11	-2	-93
CO[C@@H]1CN(C)C(=O)c2cc(NC(=O)Nc3ccccc3F)ccc2OC[C@@H](C)N(C(C)=O)C[C@H]1C	1.1	40	-3	-40
CC(C)NC(=O)Nc1cccc2c1O[C@@H](CN(C)C(=O)Nc1ccccc1)[C@@H](C)CN([C@@H](C)CO)C2=O	4.8	20	10	-6
O=C([C@@H]1[C@@H](CO)[C@@H]2Cn3c(ccc(-c4cccnc4)c3=O)[C@H]1N2CC1CC1)N1CCCCC1	-0.1	nt	1	46
CC(C)NC(=O)Nc1ccc2c(c1)C(=O)N([C@@H](C)CO)C[C@@H](C)[C@@H](CN(C)Cc1ccncc1)OCCCC[C@@H](C)O2	1.1	-17	-3	-12
COc1ccc(-c2cn(CC[C@H]3CC[C@@H](NC(=O)CCN4CCCCC4)[C@@H](CO)O3)nn2)cc1	1.0	-8	nt	18
